# IEC-6 cytotox = counter-screen for KLF5 inhibitors: cytotoxicity in IEC-6 cells; IEC-6 cytotoxicity, luminescence viability; inhibition, % at 5 µM; actives 0.78% (n = 290,000); AID 1825; in the data active = inhibition above about 22%;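 note: 0% = plate median of test compound wells and 100% = cytotoxic reference compound wells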
# HSP90 refold inh = blocks HSP90-mediated luciferase refolding in reticulocyte lysate | Rabbit reticulocyte lysate, luciferase refolding luminescence, 3 h | inhibition, % at 5.6 µM | actives 0.91% (n = 290,000);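 active = inhibition above the screen-wide mean plus 3 SD, computed separately per campaign, cut at about 16% in these data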;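 note: 0% = DMSO wells and 100% = 60 µM geldanamycin wells; inhibitors lower the luminescence because luciferase stays unfolded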
# PolyA inhibitor = inhibitors of polyadenylation in S. cerevisiae; S. cerevisiae SKY197-pL101 polyadenylation reporter, beta-gal luminescence; efflux-impaired pdr1/pdr3 knockout yeast; score 100 = 6 SD above DMSO; calls only at 12 µM; actives 0.02% (n = 300,000); AID 1875;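 active = lowest replicate activity score at least 50, where 100 means six control SD above control mean; inconclusive = lowest score under 50 but half or more replicates reach 50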;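 note: yeast exposed to compound for 9 h at 30 °C; higher score means more reporter readthrough which indicates perturbed polyadenylation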
# KLF5 inhibitor = kruppel-like factor 5 inhibition; inhibition, % at 5 µM; DLD-1 KLF5 promoter-luciferase reporter, luminescence; actives 0.23% (n = 290,000);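 active = inhibition above a per-plate limit of that plate's mean compound inhibition plus 3 SD, cut at about 60% in these data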;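 note: 0% = DMSO wells and 100% = LY294002 at 200 µM; higher means less KLF5 promoter-driven luciferase light; inactives centre near -14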
# AI-2 QS mod = Vibrio harveyi AI-2 quorum sensing modulation; Vibrio harveyi JMH597 AI-2 luminescence/OD600 ratio, 9 h; hits give low values; strain lacks LuxN and CqsS sensors; 0 = neutral-control median; activity change, % at 7.5 µM; actives 0.4% (n = 300,000); in the data active = activity change below about -75%, passing the limit was not always enough; inconclusive = no clear call, values can overlap the other calls;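 note: luminescence divided by OD600 gain over 9 h not by final OD600 alone; inactives centre near 13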
# GSK3 alpha inh = inhibitors of human GSK-3 alpha kinase; actives 0.1% (n = 320,000); inhibition, % at 10 µM; P49840; ADP-Glo luminescence, 60 min;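 in the data active = inhibition above about 50%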;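 note: GST-tagged GSK-3 alpha with peptide substrate and 25 µM ATP; 0% = DMSO neutral wells and 100% = GW8510 positive control wells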
# Target sequence (P49840 whole entry, looked up): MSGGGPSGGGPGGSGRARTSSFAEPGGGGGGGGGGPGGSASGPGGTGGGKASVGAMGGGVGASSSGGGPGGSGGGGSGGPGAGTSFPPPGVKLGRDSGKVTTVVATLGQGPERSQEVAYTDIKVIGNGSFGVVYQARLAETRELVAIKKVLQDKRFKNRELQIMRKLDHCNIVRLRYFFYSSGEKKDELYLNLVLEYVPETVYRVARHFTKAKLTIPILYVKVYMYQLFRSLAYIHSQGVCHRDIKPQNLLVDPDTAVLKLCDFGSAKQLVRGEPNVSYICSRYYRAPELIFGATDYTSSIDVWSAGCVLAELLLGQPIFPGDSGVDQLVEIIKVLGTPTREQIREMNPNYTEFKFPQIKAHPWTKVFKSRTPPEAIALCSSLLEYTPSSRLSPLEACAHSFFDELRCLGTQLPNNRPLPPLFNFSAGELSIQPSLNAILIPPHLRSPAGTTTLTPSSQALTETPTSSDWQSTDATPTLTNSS
# HSF1 activator = increases HSF-1 driven luciferase reporter signal. NIH3T3-HGL HSF-1 luciferase reporter, MG132, 8 h; 100% = twice DMSO control signal. activation, % at 9 µM. actives 1.7% (n = 300,000);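 active = mean replicate activation of at least 50% with a set share of replicates each reaching 50%; inconclusive = only one of those two conditions met; inactive = mean below 50% and too few replicates reaching it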;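 note: 0% = median of the neutral control wells and 100% = twice that signal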
# aSyn 5UTR inh = 5' untranslated region of α-synuclein, MLPCN primary screen | alpha-synuclein 5'UTR reporter, inhibitor activity | inhibition, % (tested at 7.5 µM) | actives 0.82% (n = 300,000) | AID 1813; in the data active = inhibition above about 60%; inconclusive = no clear call, values can overlap the other calls;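 note: H4 neuroglioblastoma cells stably carrying SNCA 5'UTR luciferase fusion; 0% = DMSO wells and 100% = positive control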
# HSF1 inh = HSF1 inhibition | actives 0.77% (n = 300,000) | NIH3T3-HGL HSE-luciferase, MG132-induced, luminescence 8 h; hits give low values | AID 2098 | activity change, negative = inhibition, % at 7.5 µM (by protocol);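 active = more than half of replicate wells show activity change below -50%, luminescence cut by over half; inconclusive = some wells, but at most half, below -50%; inactive = no replicate well below -50%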;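 note: luciferase reports HSF-1 transcriptional activity via heat shock element; 0% = median of DMSO wells and -100% = zero luminescence signal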
# GSK3beta inhib = human GSK3beta kinase inhibition; AID 2097; activity score (negative = inhibition), % at 10 µM; actives 0.038% (n = 300,000); P49841; GST-GSK3beta kinase, ADP-Glo luminescence, 60 min; hits give low values;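 active = more than half of replicate wells score below -50%, meaning over 50% inhibition versus plate controls; inconclusive = some replicates but at most half score below -50%; inactive = no replicate scores below -50%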;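 note: 0% = median DMSO wells and -100% = median GW8510 positive control wells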
# Target sequence (P49841 whole entry, looked up): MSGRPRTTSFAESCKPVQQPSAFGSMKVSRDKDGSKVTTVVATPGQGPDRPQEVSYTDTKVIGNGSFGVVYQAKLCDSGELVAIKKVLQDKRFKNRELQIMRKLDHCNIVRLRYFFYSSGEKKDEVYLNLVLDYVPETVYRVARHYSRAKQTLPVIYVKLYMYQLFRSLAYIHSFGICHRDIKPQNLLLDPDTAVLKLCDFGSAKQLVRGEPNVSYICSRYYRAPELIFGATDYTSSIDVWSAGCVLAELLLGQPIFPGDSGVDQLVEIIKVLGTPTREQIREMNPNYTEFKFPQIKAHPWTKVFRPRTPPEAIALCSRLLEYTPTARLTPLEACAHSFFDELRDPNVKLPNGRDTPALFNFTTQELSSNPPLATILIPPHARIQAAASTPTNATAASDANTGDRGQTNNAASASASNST
#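 Assay system: GST-fused GSK3beta enzyme, cell-free / Medium: Tris pH 7.5 buffer with MgCl2, DTT, BSA, heparin / Also added: peptide substrate plus 25 µM ATP (final) / Compound: 10 µM single point / Timing: kinase reaction with compound 60 min at room temperature / Detection: ADP-Glo luminescence / Benchmarks: DMSO neutral wells and GW8510 at 20 µM as positive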
# Active calls of the source: *; i = inactive; ? = inconclusive; . = not tested or not shown.
structure	aSyn 5UTR inh	IEC-6 cytotox	HSP90 refold inh	GSK3 alpha inh	AI-2 QS mod	HSF1 inh	KLF5 inhibitor	PolyA inhibitor	HSF1 activator	GSK3beta inhib
Nc1c(C(=O)NC2CCCC2)c2nc3ccccc3nc2n1CC1CCCO1 (stereo unspecified)	27	0	2	4	20	9	-46	i	13	-3
c1ccc2c(N3CCNCC3)cccc2c1	-8	.	.	1	6	1	.	i	-4	-1
Cc1ccc(-n2c(/C=C/c3ccc4c(c3)OCO4)nc3ccccc3c2=O)cc1	8	-3	7	-2	-8	3	1	i	2	-1
CCOC(=O)C(O)(c1cn(C)c2ccccc12)C(F)(F)F (stereo unspecified)	17	9	2	-2	25	-6	-9	i	-14	1
CCC(C)N1C(=O)/C(=C\c2cnc(N(C)C)nc2)C(=O)NC1=S (stereo unspecified)	13	1	3	-2	14	-4	-41	i	1	3
CC1CCCCN1CC(=O)c1ccc2cc[nH]c2c1 (stereo unspecified)	8	0	2	-1	31	2	-15	i	0	-2
COc1ccc(C2CN(C)CC2C(=O)c2ccc(F)cc2)cc1Cl (stereo unspecified)	-30	0	1	1	8	10	-23	i	26	1
CCOC(=O)C1=C(N)Oc2c(c(=O)oc3ccccc23)C12C(=O)N(C)c1ccccc12 (stereo unspecified)	-4	5	0	-3	21	5	-1	i	29	1
FC(F)(F)c1cccc(C2NCc3ccccc3-n3cccc32)c1 (stereo unspecified)	-11	-5	5	-1	5	11	-15	i	4	-1
CCC(C)N=Cc1c(O)n(-c2ccccc2)c(=O)[nH]c1=O (stereo unspecified)	13	0	4	16	5	2	-14	i	3	-5
CCOc1cccc(CNC2CN3CCC2CC3)c1 (stereo unspecified)	-16	3	6	4	19	-8	5	i	9	1
O=C1NC(=O)C(=Cc2cc(Cl)ccc2OCc2ccc(C(=O)O)cc2)C(=O)N1	-14	-2	-2	-2	22	-2	-41	i	-7	-1
O=C1NC(=O)C(CCc2ccncc2)(Cc2cccc(Cl)c2Cl)C(=O)N1c1ccc(Br)cc1 (stereo unspecified)	?	12	6	1	3	0	33	i	3	-3
c1ccc2c(CCNC3CCCCC3)c[nH]c2c1	15	-2	0	4	8	1	5	i	7	0
COc1ccc(C=C2C(=O)N(C)C(=O)N(C)C2=O)cc1COc1ccc(NC(C)=O)cc1	-9	-4	-4	1	12	-1	-30	i	12	-4
Cc1nn(-c2ccccc2)c2c1C(c1ccc3c(c1)OCO3)SCC(=O)N2 (stereo unspecified)	-9	0	0	3	13	-1	-3	i	4	5
O=C(Cc1ccccc1)OCCN1CCOCC1	-4	-4	-4	-2	3	-13	-32	i	-4	-1
COc1ccc(C(=O)C(Cc2ccccc2)N(C)C)cc1 (stereo unspecified)	-21	0	-1	3	20	-5	-20	i	11	-1
COc1ccc(OC)c(C(O)C2CCCCN2)c1 (stereo unspecified)	1	-1	-4	1	4	9	-36	i	40	2
COc1cccc(CN2CCN(Cc3cccc(F)c3)CC2)c1	-8	1	2	-5	12	2	6	i	-5	2
Cc1ccc2c(c1)CC1(CN2C)C(=O)NC(=O)N(CCc2ccccc2)C1=O (stereo unspecified)	14	-3	-2	0	-20	2	7	i	13	3
CCCCOc1ccc(C(C)=O)cc1Cc1c(O)[nH]c(=S)[nH]c1=O	7	2	2	-1	26	-2	-19	i	-4	1
CCCC/C(=N/O)c1c(C)[nH]c2ccccc12	12	-8	-5	0	10	-5	-20	i	27	2
OC(c1ccccc1)(c1ccccc1)C1CCCN1 (stereo unspecified)	13	4	0	-3	.	-8	-8	i	-8	.
Cc1ccc(C(O)(C(=O)NNC(=O)CN2CCN(C)CC2)c2ccc(C)cc2)cc1	17	0	-3	1	19	-4	0	i	0	-1
CN(C)c1ccc(/C=C2\C(=O)NC(=O)N(Cc3ccc(F)cc3)C2=O)cc1	-4	-4	0	-3	28	5	-28	i	5	1
O=c1[nH]c(=O)n(Cc2ccccc2)c(O)c1C=NCCN1CCOCC1	19	1	-2	0	-4	-2	9	i	-2	0
CCn1nc(/C=C/c2ccccc2)nc2c(=O)n(C)c(=O)nc1-2	1	102*	85*	.	?	.	-49	i	.	-20
COc1ccc(NC(=O)[C@@H](NC(=O)N2C[C@H]3C[C@@H](C2)c2cccc(=O)n2C3)C(C)C)cc1	-10	-1	-8	-4	9	2	-36	i	-7	1
Cn1ncc(Cl)c1C(=O)N1CCC2(CC1)OCCO2	8	-2	1	-2	22	-3	-13	i	-2	1
O=C(O)c1ccc(-[n+]2c(-c3ccccc3)cc(-c3ccccc3)cc2-c2ccccc2)cc1	24	.	.	-1	8	-10	.	i	-7	-1
O=C(NC1CN2CCC1CC2)c1cc(Cl)c([N+](=O)[O-])c2nc[nH]c12 (stereo unspecified)	-47	5	7	6	8	0	10	i	-1	-3
COC(=O)C(O)(c1c[nH]c2ccccc12)C(F)(F)F (stereo unspecified)	-22	-6	0	1	20	-13	-7	i	19	0
O=C1C2C3CCC(O3)C2C(=O)N1c1cccc(F)c1 (stereo unspecified)	-7	.	.	1	11	1	.	i	19	-1
CN(C)c1ccc(/C=C2\C(=O)NC(=O)N(CCc3ccc(F)cc3)C2=O)cc1	-21	1	0	-1	32	0	3	i	0	5
COc1ccc(CC2(CCc3ccccn3)C(=O)NC(=O)N(c3ccccc3C)C2=O)cc1OC (stereo unspecified)	-15	1	9	0	8	-5	-27	i	-3	0
CN1C(=O)C(Cc2nc3ccccc3c(=O)n2-c2ccccc2)c2ccccc21 (stereo unspecified)	30	3	0	1	6	-1	-28	i	18	2
CC(=NCCCN1CCOCC1)c1c(O)n(Cc2ccccc2)c(=O)[nH]c1=O	-7	3	0	1	3	11	13	i	30	-3
COc1ccc(CN2C(=O)CC(=O)NC2=S)cc1	-11	1	0	-4	2	-7	-3	i	-8	3
O=C(C1CC(c2ccc(Cl)c(Cl)c2)=NO1)N1CCC2(CC1)OCCO2 (stereo unspecified)	-131	2	2	-4	15	23	-61	i	37	2
Nc1c(C(=O)OC2CCCCC2)c2nc3ccccc3nc2n1CC1CCCO1 (stereo unspecified)	19	-4	1	0	39	28	-17	i	49	0
COc1ccc(CCn2c(O)c(C=Nc3ccc(NC(C)=O)cc3)c(=O)[nH]c2=O)cc1OC	-6	-2	-4	1	9	-9	-19	i	-18	-1
N=C(N)c1c(O)n(C2CCCCC2)c(=O)n(C2CCCCC2)c1=O	.	-6	1	0	-4	.	5	i	.	1
O=C(CN1CC(c2ccccc2)CC1=O)Nc1cccc(F)c1 (stereo unspecified)	-4	7	3	.	15	0	-4	i	-2	2
CC12CC[C@H]3[C@@H](CCC4(O)C[C@H](O)CCC34/C=N/NC(=O)c3ccccc3[N+](=O)[O-])C1(O)CCC2C1=CC(=O)OC1 (stereo partly specified)	117*	1	3	0	5	3	-29	i	19	3
COc1ccccc1NC1=NCCS1	-12	2	2	-3	30	-16	-15	i	-11	5
COc1ccc(C=O)cc1O	-13	2	2	1	4	0	-23	i	10	-10
CC(Cc1ccccc1Sc1ccc(O)cc1)N(C)C (stereo unspecified)	-13	0	3	-4	21	.	-28	i	-42	-3
CSc1nnc([C@@H](N)Cc2ccccc2)o1	0	4	2	-2	7	-6	-13	i	-23	-1
CCOC(=O)C(O)(c1ccc(N)c(OC)c1)C(F)(F)F (stereo unspecified)	16	-4	-1	-3	9	-3	-12	i	1	-18
CN1CCc2nc3sc(C(=O)NC(C)(C)C)c(N)c3cc2C1	-6	2	-5	0	17	-3	-19	i	-3	0
O=c1c2ccccc2nc(-c2ccco2)n1-c1cccnc1	-20	4	2	-3	22	-4	-8	i	12	0
Cc1nc2ccccc2c(=O)n1-c1cccc(O)c1	5	-1	2	-1	10	-2	-42	i	5	-3
Cc1cc(Br)c(NC(=O)CN2CC=C(c3ccccc3)CC2)c(Br)c1	11	-2	-1	0	10	-2	-10	i	2	0
CC(=NCc1ccco1)c1c(O)n(-c2ccc(Cl)cc2)c(=O)[nH]c1=O	-8	-9	-4	1	12	-8	-3	i	5	2
Cn1c(O)c(C=NCCN2CCNCC2)c(=O)[nH]c1=O	2	-3	0	6	11	-5	-51	i	2	-4
CC(=O)OC1CC[C@]2(C#N)[C@H]3CC[C@]4(C)[C@H](C5C=CC(=O)O5)CCC4(O)C3CCC2(O)C1 (stereo partly specified)	85*	-6	0	-1	11	-4	-30	i	6	3
COC(=O)c1ccc(N2C(=O)CC(N3CCC(n4c(=O)[nH]c5ccccc54)CC3)C2=O)cc1 (stereo unspecified)	9	-2	-5	2	26	5	-11	i	12	2
O=c1[nH]c(=O)n(Cc2ccco2)c(O)c1C=NC1CC1	6	2	0	18	54	1	-39	i	21	4
Cc1ccc(NC(=O)c2cc(-c3ccccc3)n(CCCN3CCOCC3)c2C)cc1	8	5	1	-2	4	10	11	i	14	0

# The list goes on.
structure	aSyn 5UTR inh	IEC-6 cytotox	HSP90 refold inh	GSK3 alpha inh	AI-2 QS mod	HSF1 inh	KLF5 inhibitor	PolyA inhibitor	HSF1 activator	GSK3beta inhib
O=c1[nH]c(=S)n(-c2ccccc2)c(O)c1C=NCCN1CCNCC1	7	-2	-1	9	10	-1	-19	i	-14	-9
COc1cc2[nH]c(=O)n(-c3ccc(C)cc3)c(=O)c2cc1OC	7	-3	-1	.	6	-6	-13	i	13	-2
CC(=NCCc1ccccc1)c1c(O)n(C)c(=O)n(C)c1=O	-1	-6	1	1	18	-5	-18	i	2	3
Cc1sc2c(c1C)C(c1cccs1)=NCC(=O)N2CC(=O)NCc1cccs1	16	-1	7	1	11	4	-20	i	14	0
O=C1NC(=O)N(Cc2ccco2)C(=O)/C1=C\c1cccn1CCOc1ccccc1	-1	-2	0	-3	-3	-4	-11	i	-1	-2
CCOc1cc2c(cc1OCC)-n1cccc1C(c1ccc(C)cc1C)NC2 (stereo unspecified)	-11	6	5	-2	14	10	-28	i	9	-3
CC1CCCCN1Cc1cccnc1 (stereo unspecified)	-6	-7	-2	-1	14	-2	-13	.	-2	2
CCc1nc2ccccc2c(=O)n1-c1ccccc1[N+](=O)[O-]	-5	0	3	1	24	-4	-14	i	3	-2
CC(C)N1CCN(Cc2cccc([N+](=O)[O-])c2)CC1	5	-4	1	-1	5	-5	-14	i	4	1

# These rows are one share of the data, so the mix of outcomes need not match the whole.
